# CHO-K1 Ca antag: M1 antagonist counterscreen hit in parental CHO-K1 cells; ATP-induced calcium, Fluo-8 fluorescence; inhibition, % at 3 µM; 360,000 tested, 0.6% active;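 active = inhibition above a per-plate cutoff, the plate's mean sample inhibition plus 3 SD, cut at about 24% in these data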;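 also: 0% = DMSO plus EC80 ATP and 100% = DMSO alone without ATP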
# V1R ag counter: agonists of human V1a receptor, primary screen, counter-screen for OXTR agonist project, fluorescence, CHO-V1R cells; Vasopressin V1a receptor (Homo sapiens), P37288; Fluo-8 calcium fluorescence, agonist mode; 0% DMSO, 100% 3 nM vasopressin; activation, % at 3 µM; 320,000 tested, 0.25% active; AID 2797, 2010;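 active = activation above the mean activation of all tested compounds plus 3 SD, per screening run, cut at about 20% in these data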;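 also: signal is peak over basal fluorescence ratio across a 100 second FLIPR read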
# Target sequence (P37288 whole entry, looked up): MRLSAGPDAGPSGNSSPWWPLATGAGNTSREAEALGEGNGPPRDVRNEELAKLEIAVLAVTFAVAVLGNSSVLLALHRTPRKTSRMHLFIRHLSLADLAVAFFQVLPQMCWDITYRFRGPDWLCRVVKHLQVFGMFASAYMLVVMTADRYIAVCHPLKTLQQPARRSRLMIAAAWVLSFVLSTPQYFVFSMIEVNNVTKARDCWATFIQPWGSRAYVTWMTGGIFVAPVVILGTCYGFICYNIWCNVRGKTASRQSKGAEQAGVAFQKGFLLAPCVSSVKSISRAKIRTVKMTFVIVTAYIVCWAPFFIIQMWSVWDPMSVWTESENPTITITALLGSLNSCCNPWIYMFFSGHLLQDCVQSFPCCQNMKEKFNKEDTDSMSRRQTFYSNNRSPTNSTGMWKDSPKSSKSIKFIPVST
# CHO parental Ca: ATP-evoked calcium signal inhibitors, parental CHO, primary screen, counter-screen for OX1R antagonist project, cell-based, fluorescence, Fluo-8 calcium dye | inhibition, % at 5.6 µM | parental CHO-K1, ATP-induced calcium, Fluo-8 fluorescence | AID 463079, 2010 | 330,000 tested, 0.63% active;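 active = inhibition above that plate's mean sample inhibition plus 3 SD, cut at about 26% in these data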;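 also: 0% = ATP-challenged DMSO wells and 100% = DMSO wells without ATP; some compounds past the cut are filed as inactive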
#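 Measured by: calcium-sensitive Fluo-8 fluorescence / Test system: CHO parental line / Controls: ATP-challenged DMSO wells low, unchallenged DMSO wells high / Measure: % inhibition / Compound: single nominal dose of 5.6 µM per compound / Replicates: single well per compound, no replicates / Reagent: ATP as calcium-mobilizing challenge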
# OXTR agonist: human OXTR agonists, primary screen, fluorescence, CHO-OTR cells, Fluo-8 calcium. activation, % at 3 µM. 320,000 tested, 0.32% active. AID 2435, 2010. Oxytocin receptor (Homo sapiens), P30559. Fluo-8 calcium fluorescence; normalized: DMSO 0%, oxytocin 100%;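 active = activation above the mean of all tested compounds plus 3 SD, cutoff set per screening run, cut at about 20% in these data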;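 also: peak over basal fluorescence ratio from a 100 s FLIPR kinetic read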
# TAAR1 antag: human TAAR1 antagonists, primary screen, Fluo-8 calcium fluorescence, CHO RD-HGA16 cells; Trace amine-associated receptor 1 (Homo sapiens), Q96RJ0; antagonist; inhibition, % at 3 µM; 360,000 tested, 1.5% active; AID 624466, 2012;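 active = inhibition above a per-plate cutoff, the mean inhibition of test compounds on that plate plus 3 SD, cut at about 49% in these data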;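 also: 0% = DMSO plus EC80 beta-PEA response and 100% = DMSO alone without agonist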
#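 System: RD-HGA16 CHO cells with stable hTAAR1 and Gα16 | Probe or stimulus: EC80 β-phenethylamine stimulus | Dosing: 3 µM, single point | Times: Dye loading 75 min at 37 °C, then 30 min room temperature | Measured by: Fluo-8 calcium-sensitive fluorescence | Read-out basis: % inhibition of agonist calcium response | Replicates: n of 1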
# GPR7 antagonist: GPR7 receptor antagonists, primary screen, cell-based, fluorescence, single concentration; Neuropeptides B/W receptor type 1 (Homo sapiens), P48145; GPR7-expressing cells, fluorescence antagonist assay; inhibition, % at 4.4 µM; 290,000 tested, 1.1% active; AID 1861, 2009; in the data active = inhibition above about 16%, passing the limit was not always enough;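 also: cells stimulated with the agonist NPW; 0% = agonist with vehicle and 100% = vehicle without agonist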
# Target sequence (P48145 whole entry, looked up): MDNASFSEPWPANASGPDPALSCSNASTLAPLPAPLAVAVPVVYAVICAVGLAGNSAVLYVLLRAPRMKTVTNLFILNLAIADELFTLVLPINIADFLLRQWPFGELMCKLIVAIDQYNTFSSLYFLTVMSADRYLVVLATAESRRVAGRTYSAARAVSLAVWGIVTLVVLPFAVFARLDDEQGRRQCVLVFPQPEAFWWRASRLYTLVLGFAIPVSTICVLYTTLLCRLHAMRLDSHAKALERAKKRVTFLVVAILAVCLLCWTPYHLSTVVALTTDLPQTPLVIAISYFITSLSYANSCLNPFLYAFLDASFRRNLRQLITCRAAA
# M1 ag parental: counter-screen for M1 agonists: effect in parental CHO-K1 cells. Fluo-8 calcium fluorescence; scaled to maximal ATP response, vehicle zero. activation, % at 3 µM. 360,000 tested, 0.48% active; in the data active = activation above about 15%;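 also: untransfected CHO-K1 host cells lacking M1 receptor as counterscreen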
# OXTR potentiate: human OXTR potentiators, primary screen, fluorescence, CHO-OTR cells, Fluo-8 calcium. Fluo-8 calcium fluorescence, potentiator mode; 0% = oxytocin EC15, 100% = EC100. AID 2445, 2010. 320,000 tested, 0.061% active. activation, % at 3 µM;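 active = activation above that plate's cutoff, the mean activation of tested compounds plus 3 SD, cut at about 6.6% in these data, passing the limit was not always enough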;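 also: 100% uses oxytocin at 75 nM as the full agonist control; some results filed as inactive read as strong as hits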
#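 Material: human OTR in CHO cells. Compound: 3.0 µM, one dose. Timing: compound 6 min at room temperature before oxytocin, 100 s read. Evaluation: % activation of max/min ratio relative to oxytocin controls. Replication: single well per compound, singlicate. Signal: Fluo-8 calcium dye fluorescence.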
# M1 PAM parental: nonselective calcium activators in parental CHO-K1 cells, primary screen, counter-screen for M1 PAM project, cell-based, Fluo-8 calcium fluorescence, full deck, 1536-well; ATP EC20; 0% at ATP EC20, 100% at ATP max; activation, % at 3 µM; 360,000 tested, 0.02% active;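 active = activation above the run cutoff, the mean activation of all test compounds plus 3 SD, cut at about 40% in these data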;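 also: peak over basal fluorescence ratio in a 140 s read after ATP addition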
# * = called active by the depositor; . = no result given.
SMILES,CHO-K1 Ca antag,V1R ag counter,CHO parental Ca,OXTR agonist,TAAR1 antag,GPR7 antagonist,M1 ag parental,OXTR potentiate,M1 PAM parental
CCNc1cccc2c1C(=O)N(C)C2=O,-14,11,-7,7.1,-20,0,4.0,-5,4
Cc1cccc(NC(=S)N2CCC(c3nc4ccccc4s3)CC2)c1,-16,1.4,-14,2.6,13,-5,5.8,-7,1
CCCCNc1ccc2c(c1)C1CC2CCN1C(=O)OCc1ccccc1 (stereo not drawn),-16,.,.,.,3,.,0.1,.,14
COc1ccc(C2=NS(=O)(=O)N(C)C(C(=O)Nc3cc(C)ccc3O)=C2)cc1OC,-3,2.7,18,5.2,70*,6,4.5,-6,-2
C[C@@H](C(=O)Nc1nccs1)N1C(=O)C2CC=CCC2C1=O (stereo partly drawn),-1,1.4,-11,0.5,-20,.,0.3,7,-6
CNC(=O)C(=O)NCCN1CCN(C(=O)c2ccc([N+](=O)[O-])cc2)CC1,2,0.8,6,-0.8,1,5,0.5,-18,7
N#CC(CO)(Cc1ccc(OC(F)F)cc1)c1nc2ccccc2[nH]1 (stereo not drawn),-2,1.5,-9,0.7,-3,1,1.6,2,-3
CCN(CC)CCNC(=O)C12CC3CC(CC(C3)C1)C2,-2,0.7,-10,-0.4,-11,-2,0.1,-24,14
COc1ccc(C)cc1NC(=O)NC1CCCCCCC1,-12,.,.,.,-17,7,-1.1,.,8
C[C@H]1CN([C@@H](C)CO)C(=O)c2cc(Br)cnc2O[C@H]1CN(C)S(=O)(=O)c1cccs1,-15,.,.,.,-12,.,0.5,.,23
CCOCCCNC(=O)C1CCC(CNS(=O)(=O)c2ccc(F)cc2)CC1 (stereo not drawn),-7,-1.0,-2,-0.6,-7,-8,0.7,-7,12
Cc1ccccc1NC(=O)NNC(=O)COc1ccc2ccccc2c1,-13,1.6,-5,-0.1,-15,-14,2.0,-3,8
CC(=O)N1c2ccc(S(=O)(=O)NCC3CCC(C(=O)Nc4cccc(C)n4)CC3)cc2CC1C (stereo not drawn),1,11,-8,6.4,-6,4,14,-11,3
O=C(Nc1cccc(-c2nc3cccnc3s2)c1)c1ccc(Cl)nc1,-12,-0.3,-6,2.6,35,-5,2.4,-5,6
CCCNC(=S)N1CCN(C)CC1,4,0.9,1,0.5,-1,5,-0.3,0,-9
Cc1ccc(C(=O)n2cnnc2N)cc1C,-2,0.8,-8,0.7,-16,-6,0.4,-2,8
O=S(=O)(NCc1ccco1)c1cnc(Cl)c(Cl)c1,-14,-0.3,-18,0.7,-4,-7,0.8,5,20
CCc1cc2c(=O)nc3n(c2s1)Cc1ccccc1/C3=C(/O)c1cccc([N+](=O)[O-])c1,1,0.5,-13,0.7,.,-8,1.1,-1,1
Cc1ccc(S(=O)(=O)Nc2c(C)nn(C)c2C)cc1C,-1,3.7,6,3.2,7,.,3.1,-8,0
CCOC(=O)C[C@H]1c2ccc(C(F)(F)F)cc2S(=O)(=O)N1C(C)C,-8,0.2,-19,8.8,6,.,-0.4,-2,10
Cc1ccc(CCCOC(=O)C[N+]2(C)CCCCC2)cc1,-10,0.8,21,0.0,-11,-10,0.8,-5,-8
O=C(CSc1nnc2ccc(-c3ccccn3)nn12)Nc1ccccc1,-9,-0.3,-20,-1.7,-18,.,1.1,-12,28
Cc1ccc(C)c(OCCCN2CCCC2)c1,-14,-0.4,-14,1.9,5,-11,1.6,-2,24
O=c1cc(NC2CCCCCC2)[nH]c(=O)[nH]1,-10,1.3,-5,-0.8,-4,-11,0.4,-5,11
COC(=O)c1cn(-c2ccc(Cl)cc2)c(=O)c2ccccc12,-9,-1.1,-22,-2.6,18,-2,-0.1,-4,11

# Single records (already shown):
# `Cc1ccc(C)c(OCCCN2CCCC2)c1` as listed: CHO-K1 Ca antag = -14; V1R ag counter = -0.4; CHO parental Ca = -14; OXTR agonist = 1.9; TAAR1 antag = 5; GPR7 antagonist = -11; M1 ag parental = 1.6; OXTR potentiate = -2; M1 PAM parental = 24
# `Cc1ccc(S(=O)(=O)Nc2c(C)nn(C)c2C)cc1C` as listed: CHO-K1 Ca antag = -1; V1R ag counter = 3.7; CHO parental Ca = 6; OXTR agonist = 3.2; TAAR1 antag = 7; GPR7 antagonist = .; M1 ag parental = 3.1; OXTR potentiate = -8; M1 PAM parental = 0

# Continuation:
SMILES,CHO-K1 Ca antag,V1R ag counter,CHO parental Ca,OXTR agonist,TAAR1 antag,GPR7 antagonist,M1 ag parental,OXTR potentiate,M1 PAM parental
O=S(=O)(Nc1ccc2c(c1)nc1n2CCN(Cc2ccccc2)C1)c1ccccc1,-6,1.0,12,1.0,13,-9,1.1,-11,14
CN(CC(=O)NCc1ccc2c(c1)OCO2)S(=O)(=O)c1ccc(F)cc1,-5,2.7,-3,0.8,-1,-7,1.0,2,-4
Cc1cc(/C=N/NC(=O)C(=O)N2CCCC2)c(C)n1-c1cccc(Br)c1,4,5.7,-27,0.0,-6,-9,0.0,-9,1
CC1(C(=O)N2CCN(c3ccccc3)CC2)CC1(Cl)Cl (stereo not drawn),-13,-0.2,-14,-1.1,-20,1,2.3,-12,12
COc1ccc2nc(SCC(=O)NCc3ccc(F)cc3)[nH]c2c1,-20,2.2,-17,2.7,-9,-18,1.8,-2,-4
Nc1ccc(-c2cn3cccnc3n2)cc1,-26,.,.,.,-16,-3,0.5,.,-6
CSc1nc(N)nc(N(C)C)n1,-3,-0.7,-7,1.3,-30,-6,0.2,-9,-9
O=C(CN1CCN(c2ccccc2O)CC1)Nc1ccc2c(c1)OCCCO2,-15,1.1,-21,0.5,-6,.,0.1,-8,7
Cc1ccccc1C(=O)N1CCN(c2ccc(NC(=O)c3cccnc3Cl)cc2)CC1,-9,1.0,-3,2.2,7,2,1.3,-3,9
O=C(CCN1C(=O)c2cccc3cccc(c23)C1=O)NCc1cccnc1,-10,0.1,-5,0.4,-1,-2,1.3,-4,30
Clc1ccc(-n2nnnc2CN2CCCCC2)cc1Cl,-4,-1.5,3,-1.6,-8,-7,-0.2,-4,9
COc1ccccc1CN1CCNC(=O)C1CC(=O)NCc1csc(C)n1 (stereo not drawn),-12,0.8,-1,0.3,9,1,0.3,-9,5
CN(C(=O)COC(=O)/C=C/c1ccc(C(F)(F)F)cc1)C1CCS(=O)(=O)C1 (stereo not drawn),9,11,8,6.2,-10,-9,3.2,-14,-28
O=C(Nc1ccn(CCOC(=O)c2ccccc2)c(=O)n1)c1ccccc1,7,.,.,.,-14,.,1.6,.,1
CC1CCC2(CC1)NC(=O)N(CC(=O)N1CCN(S(=O)(=O)c3ccccc3)CC1)C2=O (stereo not drawn),-9,-0.7,3,-1.6,6,-4,0.3,-12,5
Nc1nc(Nc2cccc(Cl)c2)n[nH]1,3,0.8,-12,0.8,13,-3,-0.2,-4,-2
CCOC(=O)Cc1csc(NC(=O)CSc2nnnn2-c2ccc(C)cc2C)n1,-3,6.4,-12,10.0,-8,2,4.8,-19,18
CCCOC(=O)Nc1nnc(CCC)s1,-17,-0.4,-16,0.6,15,9,0.3,0,-1
COc1ccc(NC(=O)c2ccccc2NC(=O)c2ccccc2)cc1,-5,-0.1,-9,-0.5,12,8,4.5,-7,14
CCOC(=O)c1nn(-c2ccccc2)c2nnc(Cc3ccc(C)cc3)c(=O)n12,16,0.2,-18,-2.8,-1,-7,-0.1,12*,-7
Cc1ccc(CNC(=O)CS(=O)(=O)Cc2nc(-c3ccccc3F)oc2C)cc1,12,1.3,-13,0.4,-7,-3,-0.8,-4,-12
O=C(Cc1ccccc1)Nn1c(-c2ccccc2)nc2ccccc2c1=O,2,2.7,-14,3.9,-12,2,0.3,-11,-11
NC(Cc1ccc(O)c([N+](=O)[O-])c1)C(=O)O (stereo not drawn),-10,1.2,1,1.6,-9,-6,0.0,-2,18
O=C(/C=C/c1ccco1)NC(=S)Nc1ccccc1N1CCCC1,5,-0.3,-15,-1.7,8,-1,-0.2,-10,-8
COCCn1c(NCc2ccc(C)cc2)nc2c1c(=O)[nH]c(=O)n2C,-18,-0.6,6,-1.0,6,-1,0.4,-4,23
Cc1ccc2[nH]c3c(c2c1)CN(C(=O)CN1CCN(c2ccccn2)CC1)CC3,0,1.9,-18,1.5,10,-9,3.4,-14,14
CCOC(=O)c1c(NC(=O)C2C3C=CC(C3)C2C(=O)O)sc2c1CCC(C)C2 (stereo not drawn),-5,1.6,-5,0.6,0,-5,-0.1,-9,20

# Not a retest: seven of the compounds above.
SMILES,CHO-K1 Ca antag,V1R ag counter,CHO parental Ca,OXTR agonist,TAAR1 antag,GPR7 antagonist,M1 ag parental,OXTR potentiate,M1 PAM parental
CCNc1cccc2c1C(=O)N(C)C2=O,-14,11,-7,7.1,-20,0,4.0,-5,4
Cc1cccc(NC(=S)N2CCC(c3nc4ccccc4s3)CC2)c1,-16,1.4,-14,2.6,13,-5,5.8,-7,1
CCCCNc1ccc2c(c1)C1CC2CCN1C(=O)OCc1ccccc1 (stereo not drawn),-16,.,.,.,3,.,0.1,.,14
COc1ccc(C2=NS(=O)(=O)N(C)C(C(=O)Nc3cc(C)ccc3O)=C2)cc1OC,-3,2.7,18,5.2,70*,6,4.5,-6,-2
C[C@@H](C(=O)Nc1nccs1)N1C(=O)C2CC=CCC2C1=O (stereo partly drawn),-1,1.4,-11,0.5,-20,.,0.3,7,-6
CNC(=O)C(=O)NCCN1CCN(C(=O)c2ccc([N+](=O)[O-])cc2)CC1,2,0.8,6,-0.8,1,5,0.5,-18,7
N#CC(CO)(Cc1ccc(OC(F)F)cc1)c1nc2ccccc2[nH]1 (stereo not drawn),-2,1.5,-9,0.7,-3,1,1.6,2,-3

# Bioassay records (PubChem)

# Rows were taken by chance. Share with any hit: about 3.5%.
